Bioassay records: PubChem, National Center for Advancing Translational Sciences (NCATS)
p53 reactivation – re-activators of mutant p53. H1299 p53-A138V BP100-luciferase reporter, luminescence, 24 h. Potency, µM (series often up to 92.2 µM), inactives show at the highest dose activity change, positive = activation, most hits filed as activators. actives 0.063% (n = 320,000); note: % of control where 0% means no effect; nearly all actives have a fitted effect of over 45% in size
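H1299 (p53-null), stable ts p53-A138V + BP100-Luc; 1000 cells/well, Opti-MEM/10% FBS; cpd 4 pt, 1:5; 24 h, 37 deg C, 5% CO2; detection reagent 10 min RT; luminescence.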
BRCA1 expr act – increases BRCA1 expression. MCF7-BRCA1-FFLuc reporter, luminescence, 48 h; response scale: scaled: vehicle 0%, 10 µM genistein 100%. Potency, µM (top dose mostly 46.1 µM), inactives show top-dose activation, usual class: activators. actives 1.1% (n = 380,000); note: nearly all actives have a fitted effect of over 80% in size; some results filed as inactive show a strong effect at the top dose
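Luminescence from a BRCA1-driven firefly luciferase in MCF7 cells was read after 48 h compound exposure at 37 C. Data normalized against DMSO and a 10microM genistein activation control, then curve-fitted across the titration.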
RORgamma inh – blocks mouse ROR gamma transcriptional activity | Drosophila S2 Gal4-RORgamma UAS-luciferase reporter, 20 h | Potency, µM (top dose mostly 53.6 µM), without a hit: top-dose activity change, negative = inhibition, actives largely listed as inhibitors | actives 5.4% (n = 310,000) | AID 2551 | P51450; note: % is set by controls: 0 for no effect and ±100 for the full control effect; nearly all actives have a fitted effect of over 60% in size
Target sequence (P51450 whole entry, looked up, the tested form may be a part): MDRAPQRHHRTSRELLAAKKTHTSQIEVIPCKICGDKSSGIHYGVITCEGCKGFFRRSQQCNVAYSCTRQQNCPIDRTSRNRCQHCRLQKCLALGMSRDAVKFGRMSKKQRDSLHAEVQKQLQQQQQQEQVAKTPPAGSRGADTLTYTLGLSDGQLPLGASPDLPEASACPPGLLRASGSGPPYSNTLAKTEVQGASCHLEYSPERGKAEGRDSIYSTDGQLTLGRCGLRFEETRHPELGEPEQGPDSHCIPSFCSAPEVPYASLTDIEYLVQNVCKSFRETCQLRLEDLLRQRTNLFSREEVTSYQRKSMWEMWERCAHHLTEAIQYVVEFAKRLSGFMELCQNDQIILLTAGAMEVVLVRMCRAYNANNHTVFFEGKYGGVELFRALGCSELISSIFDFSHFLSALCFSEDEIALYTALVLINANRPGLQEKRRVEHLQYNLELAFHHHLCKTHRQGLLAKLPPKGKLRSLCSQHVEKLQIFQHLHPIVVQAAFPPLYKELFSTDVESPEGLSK
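Luciferase reporter read in Schneider cells carrying Gal4-RORγ (mouse) and UAS-Photinus luciferase; cells given compound 1 h before 700 uM copper sulfate induction, then incubated 20 h at ambient temperature.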
uPA surface inh – blocks generation of uPA at the cell surface; cell surface uPA generation assay, qHTS; Potency, µM (doses to about 38.3 µM), inactives show top-dose activity change, negative = inhibition, hits mostly inhibitors; actives 0.31% (n = 330,000); AID 540303; active = well fitted inhibition curve with a large enough effect; inconclusive = small, poorly fitted or top-dose-only effect; inactive = no such curve, though single readings can be large or run the other way; tested in mouse RAW 264.7 cells; note: % is set by controls: 0 for no effect and ±100 for the full control effect; nearly all actives have a fitted effect of over 55% in size
FLuc modulator – counter-screen for miR-21 project: firefly luciferase inhibitors or activators; P08659; purified FLuc, Km substrates, luminescence inhibition; Potency, µM (top dose mostly 57.5 µM), without a hit: at the highest dose activity change, negative = inhibition, most hits filed as inhibitors; actives 6.9% (n = 360,000);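 note: plate controls were vehicle for no effect and reference inhibitor for full effect; nearly all actives have a fitted effect of over 55% in size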
Target sequence (P08659 whole entry, looked up): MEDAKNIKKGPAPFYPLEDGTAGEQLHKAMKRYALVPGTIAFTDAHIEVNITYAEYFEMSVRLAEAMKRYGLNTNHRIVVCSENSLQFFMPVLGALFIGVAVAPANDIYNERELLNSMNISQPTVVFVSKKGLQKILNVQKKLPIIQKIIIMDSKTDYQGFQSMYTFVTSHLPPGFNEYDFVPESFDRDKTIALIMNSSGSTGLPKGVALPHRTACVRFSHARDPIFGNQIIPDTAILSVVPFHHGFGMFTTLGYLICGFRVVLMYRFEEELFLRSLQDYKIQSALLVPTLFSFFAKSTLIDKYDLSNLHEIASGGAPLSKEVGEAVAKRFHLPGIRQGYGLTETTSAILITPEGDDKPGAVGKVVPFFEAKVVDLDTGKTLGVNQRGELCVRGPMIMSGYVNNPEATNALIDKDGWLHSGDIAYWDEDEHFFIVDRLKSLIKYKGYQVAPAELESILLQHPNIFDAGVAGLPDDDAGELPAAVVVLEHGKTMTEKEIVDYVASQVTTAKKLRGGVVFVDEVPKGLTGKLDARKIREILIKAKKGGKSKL
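Purified P. pyralis luciferase, 10 nM final, with Km-level 10 uM D-luciferin and 10 uM ATP in 50 mM Tris acetate pH 7.5, 10 mM Mg acetate, 0.01% Tween-20, 0.05% BSA; 6-point qHTS titration about 60 µM downward; luminescence read.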
MBNL1-CUG inh – blocks human MBNL1 binding to CUG repeat RNA; TR-FRET MBNL1-His/biotin-(CUG)12 binding, 665/545 ratio; actives 0.036% (n = 280,000); Potency, µM (doses to about 57.5 µM), for the others: top-dose activity change, negative = inhibition, usual class: inhibitors; active = well fitted inhibition curve with a large enough effect in the signal ratio, with a control signal flat, not every such curve was filed as active; inconclusive = small, poorly fitted or top-dose-only effect, or effect the other way, or a change in a side signal; inactive = no such curve, though single readings can be large or run the other way; the % refers to the signal ratio; note: % is set by controls: 0 for no effect and ±100 for the full control effect
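MBNL1-His + Biotin-(CUG)12, cpd titration 92 nM–58 uM; Tb anti-His Ab 0.055 ng/ul, SA-XL665 5 nM (final); 60 min RT; ratiometric 665/545 nm, Ex 340 nm; normalized to buffer and full-complex controls.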
NPC1 prom act – NPC1 promoter activation; Huh7 NPC1 promoter luciferase reporter, 24 h; Potency, µM (doses to about 9.22 µM), for the others: at the top dose activation, most hits filed as activators; actives 2.4% (n = 320,000); AID 485313;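 note: % of control where 0% means no effect; nearly all actives have a fitted effect of over 60% in size; reporter is driven by a mutant NPC1 promoter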
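Stable NPC1-promoter luciferase Huh7 line; cpd (DMSO) 24 h, 37 °C, 5% CO2; Amplite luciferase reagent 10 min RT; luminescence readout. qHTS format.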
VP16 counter – inhibits Gal4-VP16 luciferase reporter, ROR gamma counter-screen; Potency, µM (doses to about 53.6 µM), without a hit: at the top dose activity, negative = inhibition, usual class: inhibitors; actives 3.5% (n = 310,000); AID 2546; Drosophila S2 Gal4-VP16 UAS-luciferase, luminescence, 20 h;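 note: Gal4-VP16 expression switched on by copper sulfate through the metallothionein promoter; % is set by controls: 0 for no effect and ±100 for the full control effect; nearly all actives have a fitted effect of over 50% in size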
Rab9 prom act – activators of Rab9 promoter; Huh7 Rab9 promoter-luciferase reporter, luminescence, 24 h; actives 2.8% (n = 320,000); Potency, µM (titrated, usually from 9.22 µM), for inactives: top-dose activation, negative = inhibition, most hits filed as activators; note: % of control where 0% means no effect; nearly all actives have a fitted effect of over 60% in size
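Using Huh7 cells stably transfected with Rab9 promoter–luciferase, compounds were incubated 24 h at 37 °C, 5% CO2; luciferase luminescence was read 10 min after reagent addition.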
ELG1 genotox – induces genotoxicity in HEK293T cells with luciferase-tagged ELG1. HEK293T ELG1-luciferase reporter, luminescence, 16 h. Potency, µM (highest dose often 46 µM), inactives show at the highest dose activity change, positive = activation, hits mostly activators. actives 1.3% (n = 330,000); note: % of control where 0% means no effect; nearly all actives have a fitted effect of over 60% in size
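Step 1: seed 2,000 HEK293T ELG1-luciferase cells per well. Step 2: add compound or DMSO, incubate 16 hr at 37 °C. Step 3: ONE-Glo, 30 min at room temperature, read luminescence.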
* marks the source's active call; other numbers are inactive results; u = inconclusive; x = no result given; [ ] = another dose, or the depositor's remark. Unless noted, calls come from the whole dose curve; as a rule, active = well fitted curve in the direction sought with a large enough effect; inconclusive = small, poorly fitted or top-dose-only effect, or another doubt; inactive = no such curve, though single readings can be large; an effect the other way counts as inactive or inconclusive. Potency is the fitted concentration of half-maximal effect.

compound | p53 reactivation | BRCA1 expr act | RORgamma inh | uPA surface inh | FLuc modulator | MBNL1-CUG inh | NPC1 prom act | VP16 counter | Rab9 prom act | ELG1 genotox
CCn1cc(C(=O)OC)c(=O)c2cc(S(=O)(=O)N(C)C3CCCCC3)ccc21 | 1% | -6% | 37% | -10% | -3% | 3% | -1% | -16% | -10% | -3%
CC1CCCC/C1=N\NC(=S)Nc1ccccc1 (stereo unspecified) | 3% | 87% | -111% | -2% | -11% | 9% | 0% | -1% | -3% | 0%
O=C(NCc1ccco1)c1c(O)c2cccc3c2n(c1=O)CCC3 | 2% | 0% | -1% | 2% | 4% | 10% | 3% | 4% | -2% | -3%
Cc1ccc2cc(CN(CCO)Cc3nnnn3Cc3ccc(F)cc3)c(=O)[nH]c2c1 | 3% | -1% | u | -2% | -5% | u | 4% | 4% | 4% | -6%
Cc1ccc(NC(=O)CNCc2ccccn2)cc1S(=O)(=O)N(C)C | 2% | 51% | 14% | 4% | 0% | 3% | 11% | -8% | 20% | 6%
Cc1ccc(C(=O)C2CCN(C(=S)NCCCOC(C)C)CC2)cc1 | x | -13% | -9% | -10% | -2% | 3% | 1% | 10% | 3% | -5%
CC1=[N+]([O-])C(C)(C)C(C)N(O)C1=O (stereo unspecified) | -2% | 4% | -2% | 8% | 3% | 9% | 8% | -7% | 5% | 4%
Cc1ccc2c3c1C(=O)C(=O)N3C(C)(C)CC2C (stereo unspecified) | 15% | 15% | -14% | 14% | 1% | u | -1% | 9% | -4% | -5%
C=CCc1c(C)nc(C)nc1N/N=C/c1ccccc1 | -4% | -40% | 10µM* | 6% | 4% | 4% | 0% | 1.6µM* | -4% | 3%
Cc1cc2c(=O)[nH]cnc2s1 | -1% | 0% | -3% | -3% | 0% | -14% | 0% | -4% | 20% | 0%
CN(C)c1ccc(CNc2ncc(Br)cc2Br)cc1 | 24% | u | u | 8% | 19µM* | 4% | 19% | 13% | 7% | 11%
O=C1CCCN1c1ncc(S(=O)(=O)c2ccc([N+](=O)[O-])cc2)s1 | -7% | -14% | u | -8% | -1% | u | -4% | u | 10% | -3%
OC(CN1c2ccccc2Sc2ccccc21)Cn1nnc2ccccc21 (stereo unspecified) | 5% | -5% | -25% | 2% | 3% | 4% | 0% | 1%[0.365 µM] | 0% | -6%
CCN(C(=O)CSc1ncccc1C(=O)OC(C)C)c1cccc(C)c1 | -8% | -28% | u | x | 0% | -7% | -1% | u | 2% | -22%
O=C(Nc1nc(-c2ccccn2)cs1)c1ccco1 | u | -23% | 7.1µM* | -11% | u | 33%[activator] | 24% | 0% | 10% | u
O=C(c1nc2ccc(Cl)cn2c1CNCCc1cnccn1)N1CCCCCCC1 | -4% | -17% | 2% | 3% | 2% | -3% | 0% | 4% | 3% | -4%
COc1cc2nc(NC(=O)c3ccc(Cl)cc3)[nH]c(=O)c2cc1OC | x | -23% | 0% | 0% | 13% | 7% | x | -10% | x | x
O=C1/C(=C\c2ccccc2Cl)SC(=S)N1CCC(=O)N1CCCc2ccccc21 | 1% | -15% | -9% | 2% | 3% | x | -3% | -3% | -2% | -1%
COc1cccc(/C=N/NC(=O)C(=O)N/N=C/c2cccc(OC)c2O)c1O | 0% | -15% | 19% | 0% | 0% | 0% | -34%[inhibitor] | -7% | -23% | 2%
OCC(C#CCN1CCCCC1)NCc1ccccc1 (stereo unspecified) | 0% | 1% | 8% | 9% | 2% | 0% | -1% | 2% | 4% | 0%

Two entries from above in another layout.
Below each compound – p53 reactivation	BRCA1 expr act	RORgamma inh	uPA surface inh	FLuc modulator	MBNL1-CUG inh	NPC1 prom act	VP16 counter	Rab9 prom act	ELG1 genotox
> O=C1CCCN1c1ncc(S(=O)(=O)c2ccc([N+](=O)[O-])cc2)s1
  -7%	-14%	u	-8%	-1%	u	-4%	u	10%	-3%
> OC(CN1c2ccccc2Sc2ccccc21)Cn1nnc2ccccc21 (stereo unspecified)
  5%	-5%	-25%	2%	3%	4%	0%	1%[0.365 µM]	0%	-6%

Some values from the entries so far.
`Cc1cc2c(=O)[nH]cnc2s1` in Rab9 prom act reads 20%
`CCn1cc(C(=O)OC)c(=O)c2cc(S(=O)(=O)N(C)C3CCCCC3)ccc21` in NPC1 prom act reads -1%

(listing goes on)
compound | p53 reactivation | BRCA1 expr act | RORgamma inh | uPA surface inh | FLuc modulator | MBNL1-CUG inh | NPC1 prom act | VP16 counter | Rab9 prom act | ELG1 genotox
O=C(Nc1ccc(F)cc1)N1CCN(c2nc3ccccc3s2)CC1 | -4% | -13% | 33% | 1% | u | -15% | -1% | -7% | -3% | -15%
CCOC(=O)c1c(NC(=O)CSc2cccc[n+]2[O-])sc(C(=O)Nc2ccccc2)c1C | 3% | 49% | 9% | 0% | u | 8% | u | 5% | u | 10%
CC1CCC2(CC1)NC(=O)N(NC(=O)c1cc3ccccc3o1)C2=O (stereo unspecified) | 4% | 2% | x | 0% | -2% | x | -1% | x | 2% | 0%
COC(Cc1n[nH]c(=S)n1-c1ccc(Cl)cc1)OC | 5% | 1% | u | x | 1% | -2% | -6% | -6% | 0% | 0%
CCC(CC)C(=O)NCCc1cc2cc(C)c(C)cc2[nH]c1=O | -2% | -2% | 1% | 2% | 0% | 4% | -5% | -4% | -4% | -9%
O=[N+]([O-])c1ccccc1-c1ccc(C(=S)N2CCCC2)o1 | 28% | 8% | -6% | -16% | 21µM* | u | u | -17% | 2.8µM* | -6%
COC(=O)c1ccccc1NC(=O)CN1CCC(n2nnc3cc(F)ccc32)CC1 | -3% | -1% | -31% | 5% | -1% | -14% | 1% | -4% | -1% | 2%
CN(CC(=O)N1CCCc2c1c(=O)oc1ccc(O)cc21)Cc1ccccc1 | 0% | -2% | 20% | 4% | 3% | 38%[activator] | -2% | 0% | -4% | -1%
COc1ccc(C(CNC(=O)c2cccc(S(=O)(=O)Nc3ccc(C)cc3)c2)N2CCCCC2)cc1 (stereo unspecified) | 1% | -39% | x | -19% | -1% | x | -1% | x | -7% | -8%
CC1(C)NC(=O)N(CCOCCSc2ccccc2)C1=O | 2% | 33% | -10% | 11% | 1% | -2% | -4% | 4% | -6% | 3%
COc1ccc(S(=O)(=O)Nc2ccc3c(c2)C(=O)N([C@H](C)CO)C[C@H](C)[C@@H](CN(C)C(=O)NC(C)C)O3)cc1 | -2% | 16% | x | -2% | x | x | x | x | x | 5%
NS(=O)(=O)c1ccc(NC(=O)C2Cc3ccccc3CN2C(=O)c2ccco2)cc1 (stereo unspecified) | 5% | 20% | -22% | 1% | -5% | -1% | -3% | 10% | -2% | 1%
O=C(NC(=S)Nc1ccc(S(=O)(=O)Nc2nccs2)cc1)c1ccc(F)c(F)c1 | 0% | -19% | 19%[10 µM] | -2% | -1% | x | -1% | 5% | -2% | -2%
COc1ccc(-c2c(C(C)=O)c(C)nc3sc4c(=N)n(N)cnc4c23)cc1 | -1% | -53% | -11% | -6% | 1% | -8%[11.5 µM] | -1% | -6% | 1% | 0%
COc1ccc(OCCCC(=O)NCCc2nc3ccccc3[nH]2)cc1 | 1% | -19% | 20% | 6% | 0% | -4% | -13% | 4% | -1% | -2%
Cc1c(C)c2ccc(OCC(=O)NC(Cc3ccc(Cl)cc3)C(=O)O)cc2oc1=O (stereo unspecified) | x | -13% | -1% | 12% | 3% | -3% | 3% | -6% | -3% | 3%
O=C(O)C(CO)(c1ccccc1)c1ccccc1 | 6% | -5% | 0% | 8% | 0% | -6% | -6% | -4% | 6% | -2%
CCCC(=O)N(CCN1CCOCC1)c1nc2c(C)cccc2s1 | -5% | 14% | -26% | 5% | 3% | 2% | 3% | -1% | 8% | -4%
Cc1nn(-c2ccc(F)cc2F)c2c1-c1nc(N3CCCC3)ncc1CC2 | -8% | -45% | 0% | 4% | -2% | 23% | 9% | 9% | -11% | -6%
O=C(NCc1cccc(F)c1)c1cccc2c1C(=O)c1ccc(Cl)cc1S2(=O)=O | -3% | 0% | x | 3% | x | x | x | x | x | 3%

For convenience, some entries already given:
compound | p53 reactivation | BRCA1 expr act | RORgamma inh | uPA surface inh | FLuc modulator | MBNL1-CUG inh | NPC1 prom act | VP16 counter | Rab9 prom act | ELG1 genotox
O=C(NC(=S)Nc1ccc(S(=O)(=O)Nc2nccs2)cc1)c1ccc(F)c(F)c1 | 0% | -19% | 19%[10 µM] | -2% | -1% | x | -1% | 5% | -2% | -2%
COc1ccc(-c2c(C(C)=O)c(C)nc3sc4c(=N)n(N)cnc4c23)cc1 | -1% | -53% | -11% | -6% | 1% | -8%[11.5 µM] | -1% | -6% | 1% | 0%

Following part
compound | p53 reactivation | BRCA1 expr act | RORgamma inh | uPA surface inh | FLuc modulator | MBNL1-CUG inh | NPC1 prom act | VP16 counter | Rab9 prom act | ELG1 genotox
Fc1cccc(Cl)c1Cn1nnc2c(NCc3ccccn3)ncnc21 | -6% | 1% | 12% | -5% | -1% | -4% | 1% | 4% | -2% | -4%
CC1CCc2c(C(=O)Oc3cccc(-n4cnnn4)c3)csc2C1 (stereo unspecified) | -1% | 2% | 2% | x | u | -9% | -4% | u | 2% | 0%
Cc1cccc(NC(=O)Cn2nnc(-c3ccc(CN4CCCC4)cc3)n2)c1C | 0% | -15% | -1% | -1% | 0% | 10% | 3% | 5% | 11% | 0%
C=CCN1N=C(/C=C/c2ccc(OC)cc2)CCC1=O | 11% | u | 17% | 2% | u | u | u | 8% | u | u

Random draw from the library. Share with any hit: about 13%.
